# PKA-R1A activ: activates the PKA-R1A holoenzyme complex; PKA-R1A dissociation, Cy5-IP20 fluorescence polarization; scaled: DMSO 0%, 113 µM cGMP 100%; activation, % at 11.4 µM; 340,000 compounds, 0.083% hits;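 active means percent activation above the mean of all tested compounds plus 3 SD, cut at about 19% in these data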;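 further: higher means more PKAc released from R1A so a rise in polarization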
# SUMO Mot1 rescue: inhibitors of SUMOylation pathway: yeast Mot1-301 growth rescue; S. cerevisiae Mot1-301 growth rescue, ATP luminescence, 38.5C; percent above DMSO median, 100 means doubled; growth rescue, % at 18.8 µM; AID 2716; 320,000 compounds, 1% hits;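 active means every valid replicate shows activation above 250% relative to neutral control wells; inactive means the rest, any valid replicate at or below 250%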;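 further: OY570 slx delta 5 strain wells were the positive control but not used for scaling; some compounds called inactive have numbers as strong as hits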
# Pemphigus Ab inh: blocks pemphigus antibody binding to human desmoglein-3; DSG3-coupled beads, scFv-anti-DSG3-GFP binding, flow cytometry; active compounds read low; binding (percent of control), % at 10 µM; P32926; 310,000 compounds, 0.48% hits;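 active means binding more than 3 SD below its plate's average and above zero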;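 further: hits lower antibody fragment binding to DSG3; some compounds called inactive have numbers as strong as hits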
# Target sequence (P32926 whole entry, looked up, the tested form may be a part): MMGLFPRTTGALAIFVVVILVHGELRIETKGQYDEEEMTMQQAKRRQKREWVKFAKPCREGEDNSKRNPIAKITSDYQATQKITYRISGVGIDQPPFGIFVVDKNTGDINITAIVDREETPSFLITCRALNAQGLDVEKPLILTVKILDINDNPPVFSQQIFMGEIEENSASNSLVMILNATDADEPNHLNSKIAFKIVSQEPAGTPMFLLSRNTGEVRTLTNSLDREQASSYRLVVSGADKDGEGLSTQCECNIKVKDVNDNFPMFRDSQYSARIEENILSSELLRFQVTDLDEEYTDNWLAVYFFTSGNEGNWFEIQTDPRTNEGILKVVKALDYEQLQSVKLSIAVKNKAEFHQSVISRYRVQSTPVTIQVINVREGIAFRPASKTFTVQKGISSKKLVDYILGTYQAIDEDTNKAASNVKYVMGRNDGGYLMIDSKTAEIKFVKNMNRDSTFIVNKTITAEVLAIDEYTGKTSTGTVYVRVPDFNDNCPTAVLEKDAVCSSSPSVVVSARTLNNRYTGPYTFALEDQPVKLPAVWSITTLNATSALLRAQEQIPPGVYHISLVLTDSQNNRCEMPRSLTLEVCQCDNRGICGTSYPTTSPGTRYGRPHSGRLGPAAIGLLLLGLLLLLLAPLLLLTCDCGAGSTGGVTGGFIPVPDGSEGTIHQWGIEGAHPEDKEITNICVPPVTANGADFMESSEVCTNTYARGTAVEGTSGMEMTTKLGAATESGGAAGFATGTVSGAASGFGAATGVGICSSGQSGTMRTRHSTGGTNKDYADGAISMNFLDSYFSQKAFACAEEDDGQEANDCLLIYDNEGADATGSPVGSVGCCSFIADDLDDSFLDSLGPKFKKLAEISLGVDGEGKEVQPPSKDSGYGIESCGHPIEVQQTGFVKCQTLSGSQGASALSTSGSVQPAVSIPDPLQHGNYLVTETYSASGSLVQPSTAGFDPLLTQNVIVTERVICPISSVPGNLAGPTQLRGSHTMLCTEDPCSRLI
# HTR5A ag ctr: counter-screen for OPRM1-OPRD1 agonists: human HTR5A agonism | 340,000 compounds, 0.61% hits | AID 504692 | activation, % at 9.3 µM | P47898 | HTR5A agonist assay, luminescence, cell-based; in the data active means activation mostly above about 9.5%, no sharp cut-off; inactive means mostly below about 7.6%;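 further: 0% = cells with vehicle only and 100% = reference agonist; strong numbers were not always called active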
# E coli growth: bacterial growth inhibition, counter-screen for AddAB inhibitors | AID 449728 | E. coli V3065 growth, OD600 absorbance, 18 h | 330,000 compounds, 0.27% hits | inhibition, % at 11.9 µM;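 active means inhibition above the campaign's mean inhibition across all tested compounds plus 3 SD, cut at about 9.9% in these data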;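 further: uninfected addAB+ strain grown without phage in ampicillin broth; 0% = DMSO wells and 100% = ciprofloxacin 0.95 µg/ml wells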
# PfHsp90 yeast 2: growth inhibition of yeast expressing Plasmodium Hsp90; S. cerevisiae expressing PfHsp90, BacTiter-Glo ATP, 48 h; yeast lacking PDR1 and PDR3 efflux regulators; inhibition, % at 9.4 µM; 310,000 compounds, 0.32% hits;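 active means every replicate shows inhibition above about 80%, whatever the replicate mean, limit read from the data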;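 further: 0% = DMSO neutral controls and 100% = 20 µM radicicol positive controls; yeast relying on Plasmodium falciparum Hsp90 in place of its own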
# OPRM1-OPRD1 inv: mu-delta opioid heterodimer inverse agonism; inhibition, % at 9.3 µM; AID 504357; P35372+P41143; 340,000 compounds, 0.21% hits; cell-based MOR-DOR heterodimer luminescence; in the data active means inhibition above about 22%, passing the limit was not always enough;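 further: 0% = cells with DMSO and 100% = wells without cells with DMSO; values of inactives mirror those of a sister screen read the other way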
# phage Ecoli inh: E. coli growth loss with phage present. inhibition, % at 11.9 µM. AID 651602. 360,000 compounds, 0.26% hits. growth absorbance; in the data active means inhibition above about 11%
# MOR-DOR ag: agonists of human mu-delta opioid receptor heterodimerization; P35372+P41143; cells, OPRM1-OPRD1 heterodimerization, luminescence; activation, % at 9.3 µM; 340,000 compounds, 0.3% hits; AID 504326; in the data active means activation above about 18%;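 further: 0% = vehicle-treated cells and 100% = reference agonist; values of inactives mirror those of a sister screen read the other way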
# AddAB inh: less growth of phage-infected E. coli with AddAB | 330,000 compounds, 0.29% hits | inhibition, % at 11.9 µM | AID 435030 | E. coli expressing H. pylori AddAB, absorbance growth; in the data active means inhibition above about 12%;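 further: 0% = vehicle wells of infected cells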
# HTR5A inv ag: HTR5A inverse agonism, opioid heterodimer counter-screen | P47898 | HTR5A cell line, luminescence | 340,000 compounds, 0.083% hits | inhibition, % at 9.3 µM; in the data active means inhibition mostly above about 23%, no sharp cut-off; inactive means mostly below about 18%;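 further: 0% = cells with DMSO and 100% = no-cell wells with DMSO; some compounds called inactive have numbers as strong as hits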
# An asterisk follows results filed as active; . = no result given; & = joins results of further samples. An unsorted share of the library. About 3.2% of those tested had a hit in this group.
cpd	mol	PKA-R1A activ	SUMO Mot1 rescue	Pemphigus Ab inh	HTR5A ag ctr	E coli growth	PfHsp90 yeast 2	OPRM1-OPRD1 inv	phage Ecoli inh	MOR-DOR ag	AddAB inh	HTR5A inv ag
1	O=C(Nc1cccc(O)c1)c1noc2c1CCc1ccccc1-2	-8	-14	122	3	0.9	1	-20	0.8	3.5	0.5	10
2	COc1ccc(CNC(=O)c2ccc(Br)o2)cc1	-10	-3	101	3	3.5	-23	10	1.0	-1.8	3.4	-2
3	COc1ccc(C(F)(F)F)cc1N/C=C/c1nnnn1-c1ccc2ccccc2c1	-2	322	.	12*	0.9	-11	-4	2.9	0.8	1.0	-41
4	CC(=O)Nc1ccc(NCC(=O)c2ccccc2)cc1	3	0	100	1	2.5	-25	20	-0.9	-3.8	1.7	-2
5	C=CCN(c1ccccc1OC)S(=O)(=O)c1cccc(C(=O)NC2=NCCS2)c1	1	-7	118	1	-4.6	-27	18	1.6	-3.4	0.0	-4
6	Cc1cc(C)n(C(=O)c2cccc(S(=O)(=O)N3CCCCC3)c2)n1	8	36	102	2	1.8	10	15	0.5	-2.9	0.3	-17
7	CN(C)c1nc(N)nc(CSc2nnnn2C)n1	6	-26	94	-1	1.6	-7	-4	1.4	1.1	2.2	6
8	C=CCC1(O)C(=O)Nc2ccccc21 (centres undefined)	18	3	102	0	2.4	-11	9	2.7	-1.7	2.2	0
9	Cc1ccc(-c2csc(N3CCN(CCCn4c(-c5ccncc5)nc5ccccc54)CC3)n2)cc1	7	59	102	5	-2.8	-9	2	-2.2	-0.4	-1.9	-15
10	COc1ccccc1NC(=O)/C=C\c1ccco1	5	-7	87	-1	1.3	-29	4	-0.4	-0.9	-0.2	2
11	CCOCCCNC(=O)c1ccccc1OC1CCN(S(C)(=O)=O)CC1	-10	-9	110	4	0.8	17	7	0.9	-1.3	2.3	4
12	CC(C)CN(C1CCS(=O)(=O)C1)S(=O)(=O)c1ccc(C(C)C)cc1 (centres undefined)	-8	-24	111	-2	0.3	2	14	0.6	-2.6	2.6	4

# No new results follow: two of the compounds above.
cpd	mol	PKA-R1A activ	SUMO Mot1 rescue	Pemphigus Ab inh	HTR5A ag ctr	E coli growth	PfHsp90 yeast 2	OPRM1-OPRD1 inv	phage Ecoli inh	MOR-DOR ag	AddAB inh	HTR5A inv ag
5	C=CCN(c1ccccc1OC)S(=O)(=O)c1cccc(C(=O)NC2=NCCS2)c1	1	-7	118	1	-4.6	-27	18	1.6	-3.4	0.0	-4
6	Cc1cc(C)n(C(=O)c2cccc(S(=O)(=O)N3CCCCC3)c2)n1	8	36	102	2	1.8	10	15	0.5	-2.9	0.3	-17

# (list continues)
cpd	mol	PKA-R1A activ	SUMO Mot1 rescue	Pemphigus Ab inh	HTR5A ag ctr	E coli growth	PfHsp90 yeast 2	OPRM1-OPRD1 inv	phage Ecoli inh	MOR-DOR ag	AddAB inh	HTR5A inv ag
13	Cc1ccc(NC(=O)CNCc2cccs2)c(Br)c1	-18	-4	107	6	.	-21	0	4.6	-0.1	.	-16
14	CC(=O)N1CCc2cc(S(=O)(=O)CCC(=O)N3CCN(c4ccccn4)CC3)ccc21	-11	-2	101	-2	-3.5	-11	7	-0.6	-1.2	1.2	-32
15	O=C(c1ccc2c(c1)OCO2)C1CCCN(C(=O)Nc2ccc(F)cc2F)C1 (centres undefined)	-9	-1	105	4	1.7	-2	-3	2.0	0.6	-1.3	-14
16	CCOC(=O)C(NCCc1ccc(F)cc1)(NC(=O)CC)C(F)(F)F (centres undefined)	-7	19	.	-1	0.2	-9	6	2.7	-1.2	3.2	1
17	COc1cccc(NC(=O)CN(C)CC(=O)Nc2cccc(C(F)(F)F)c2)c1	-6	0	108	2	1.5	-12	3	0.4	-0.6	1.6	-8
18	Cc1nc2ccc(C(=O)Nc3ccccc3Cl)cc2s1	-3	188	109	2	.	33	11	4.2	-2.1	.	6
19	Cc1c(Cl)cccc1N(CC(=O)N1CCCCCC1)S(C)(=O)=O	-2	-2	100	-7	0.2	.	-2	4.0	0.3	2.4	16
20	CC(NC(=O)Cc1ccsc1)c1ccc(S(N)(=O)=O)cc1 (centres undefined)	11	.	103	0	-0.9	1	14	0.9	-2.4	0.8	19
21	CCOC(=O)C(C)C1(O)c2ccccc2-c2ncccc21 (centres undefined)	11	.	98	-7	-2.2	.	0	3.1	0.1	0.0	19
22	O=C(N/N=C/c1cccs1)C(=O)Nc1cccc(Cl)c1	-7	3	98	2	-1.3	1	-52	3.2	7.3	-1.1	-3
23	CC(CC(F)(F)F)N1CCC(n2nccc2NC(=O)CCCc2ccccc2)CC1 (centres undefined)	2	15	110	-2	-0.9	17	-3	0.6	0.7	3.9	6
24	Cc1ccc(Br)c(NS(=O)(=O)c2cccc(C(=O)N3CCNC(=O)C3)c2)c1	-2	-9	103	3	-0.1	15	3	0.1	-0.6	-0.7	-8
25	COc1ccc(OC)c(NC(=O)COC(=O)Cn2nnc(-c3ccccc3)n2)c1	3	.	103	-2	0.2	.	-6	1.0	1.4	-0.1	20
26	CN1CCN(C(=O)CSc2nc(-c3cccs3)ccc2C#N)CC1	-3	13	.	0	0.1	-3	5	1.1	-1.2	2.6	1
27	Cc1ccc(S(=O)(=O)N2CCN(CC(O)CN3CCOCC3)CC2)cc1 (centres undefined)	-12	71	104	0	0.9	3	11	8.5	-2.7	-0.7	-1
28	O=C(Nc1ccccn1)c1ccc(S(=O)(=O)N2CCCCCC2)cc1	-17	62	102	6	-0.9	15	-12	3.8	1.8	0.3	10
29	Cc1cccnc1NC(=O)c1ccc(S(=O)(=O)N2CCCCC2)cc1	-2	1	101	2	4.1	15	16	0.8	-3.0	0.5	-6
30	O=C(CSc1ncnc2scc(-c3ccc(F)cc3)c12)c1ccc2c(c1)OCCO2	-2	-10	105	5	1.8	-4	3	2.4	-0.7	2.9	-5
31	Cc1cc2c(c(CO)c1CCO)C(=O)[C@@H](C)[C@@H]2O	-1	2	101	-4	2.7	9	16	2.1	-2.7	3.6	13
32	COc1ccccc1N1C(=O)c2ccccc2NC1c1ccc(O)cc1 (centres undefined)	2	4	98	-4	1.4	5	0	3.3	0.0	-2.1	14
33	CC(=O)Oc1c(C)c(C)c2c(c1C)CC[C@@](C)(CCC[C@H](C)CCC[C@H](C)CCCC(C)C)O2	-6	-4	101	-1	-2.9	-2	12	3.5	-2.2	-3.1	3
34	Cc1cc2c(cc1C)NC(C)CC(=O)N2 (centres undefined)	4	.	103	-3	.	-2	14	1.6	-2.9	.	13
35	C[C@H](CCC(=O)NCC(=O)O)[C@H]1CC[C@H]2[C@@H]3[C@H](O)C[C@@H]4C[C@H](O)CC[C@]4(C)[C@H]3C[C@H](O)[C@]12C	-16&-11&-13	317&2&-10	95&104&104	1&2&4	-1.4&1.2&-3.7	-1&1&5	4&9&6	3.5&3.0&1.0	-0.8&-1.7&-1.1	0.1&-0.9&-3.2	-3&-8&-16
36	CCOc1cccc2cc(C(=O)Nc3ccccc3-c3ccccc3)c(=O)oc12	7	6	82	-2	2.5	-20	13	1.9	-2.5	2.8	-14
37	CCOC(=O)CSc1nc2c(sc(=S)n2-c2ccc(CC)cc2)c(=O)[nH]1	3	5	113	2	-2.2	-13	11	0.5	-2.3	-0.8	-5
38	O=C(CSc1nc2scc(-c3ccccc3)c2c(=O)[nH]1)N1CCOCC1	0	-6	110	-7	-0.5	13	13	1.3	-2.5	-0.7	16
39	COc1ccc(S(=O)(=O)NCC2CCCN(C(=O)CNC(C)=O)C2)cc1 (centres undefined)	-10	-5	107	0	0.8	49	8	2.4	-1.6	2.8	14
40	CCCc1[nH][nH]c(=O)c1C(c1ccc(Cl)cc1)C(C#N)C#N (centres undefined)	-18	-7	100	2	-1.9	0	1	1.6	-0.2	1.6	8
41	O=c1[nH]cnc2c1nc(NCc1ccccc1)n2C1O[C@@H](CO)[C@H](O)[C@@H]1O (some centres undefined)	-6	-6	94	-5	-1.8	-3	13	0.2	-2.6	0.2	18
42	O=C(Nc1ccccc1Br)c1cccc2ccccc12	.	35	104	.	-2.7	.	.	2.2	.	0.8	.
43	C#CCOC(=O)CCCC(=O)NCCCCCCCC	3	33	96	1	0.2	-7	-4	4.1	0.8	0.0	-3
44	Cc1ccc(N=Cc2c(O)n(-c3ccc4c(c3)OCO4)c(=O)c3ccccc23)cc1	6	142	88	5	0.6	-22	-2	2.9	0.4	1.2	-14
45	CC(Sc1nnnn1-c1ccc(O)cc1)C(=O)NNC(=O)c1ccc(F)cc1 (centres undefined)	-2	3	101	7	2.6	-25	14	0.9	-3.8	-0.5	-2
46	CC1(C)CC(=O)C=C(NC2CCCCC2)C1	5	-1	101	2	2.3	-4	12	1.8	-2.1	5.0	-19
47	COc1ccc(N(CC(=O)NCc2ccccc2OC)S(=O)(=O)c2ccccc2)cc1	-2	175	.	6	1.8	14	-23	0.9	3.1	3.4	-17
48	COc1cc2ccccc2cc1C(=O)Nc1ccc(C)cn1	-1	-6	101	6	-0.3	-18	-4	-0.1	1.2	-3.3	22
49	CCC(=O)NS(=O)(=O)c1ccc(N=NN2CCCCC2)cc1	-1	-15	112	-1	2.5	-5	11	3.4	-2.1	1.9	-9
50	Cc1ccc(C)c(S(=O)(=O)N2CCCC2CNC(=O)C(=O)NCCc2ccccc2)c1 (centres undefined)	-7	-11	100	6	-1.5	.	11	0.4	-2.2	1.5	-17
51	CCN(CC)S(=O)(=O)c1cccc(NC(=O)COc2ccc(C#N)cc2OC)c1	-4	-16	108	4	-0.5	-2	-31	-1.6	4.5	5.0	-24
52	CCCC(c1nnnn1CC(=O)OCC)N(Cc1cc2ccc(C)cc2[nH]c1=O)C1CCCC1 (centres undefined)	2	23	94	0	-0.4	15	14	2.9	-3.4	1.6	-6
53	CN(C1CCCCC1)S(=O)(=O)c1ccc(NC(=S)NC(=O)c2cccs2)cc1	-22	1	98	-1	1.6	43	28	0.8	-5.3	1.7	4
54	CN(C)c1nc2c(c(=O)[nH]c(=O)n2C)n1Cc1ccccc1Br	7	3	102	1	-1.7	14	8	1.9	-1.7	0.0	-7
55	COC(=O)C1=C(C)N(CC2CCCO2)C(=O)C1 (centres undefined)	8	0	97	-2	-1.2	.	12	3.4	-2.3	2.3	14
56	COC(=O)Nc1nnc(-c2ccccc2Cl)s1	-4	12	105	-3	-1.3	2	10	3.2	-1.7	2.4	8
57	C=CCNc1cnn(-c2ccc(C)cc2)c(=O)c1Sc1ccc(C)cc1	4	-3	100	-1	0.0	-23	-2	3.7	0.5	0.8	3
58	Cc1sc2ncnc(N3CCC(C(=O)Nc4cc(C(F)(F)F)ccc4OCC(F)(F)F)CC3)c2c1C	-15	.	102	4	.	-1	-7	8.7	1.6	.	-9
59	CCN(C(=O)COC(=O)/C=C/c1ccc(OC(F)F)c(OC)c1)C1CCS(=O)(=O)C1 (centres undefined)	-14	3	105	-1	0.9	-29	8	-0.9	-2.1	0.2	-13
60	Cc1cccc(NC(=O)C(=O)NCc2ccc3c(c2)OCO3)c1C	-15	-10	100	3	1.6	-3	-12	2.8	2.4	2.5	-7
61	CC(=O)N(C)c1ccc(N=Cc2c(O)ccc3ccccc23)cc1	-13	71	102	2	-4.1	4	14	1.3	-2.9	1.9	-6

# Compound activity (PubChem BioAssay)
